# Pin1 inhibitor = blocks the human prolyl isomerase Pin1; Q13526; Pin1 FP peptide displacement, HiFluor488, 10 min; Potency, µM (series often up to 115 µM), inactives show at the top dose activity, negative = inhibition, usual class: inhibitors; 390,000 compounds, 0.009% hits; AID 504891; active means well fitted inhibition curve with a large enough effect in the polarisation, with a control signal flat, not every such curve was filed as active; inconclusive means small, poorly fitted or top-dose-only effect, or effect the other way, or a change in a side signal; inactive means no such curve, though single readings can be large or run the other way; the % refers to the polarisation; further: on the % scale 0 is the no-effect control and ±100 the full control effect
# Target sequence (Q13526 whole entry, looked up): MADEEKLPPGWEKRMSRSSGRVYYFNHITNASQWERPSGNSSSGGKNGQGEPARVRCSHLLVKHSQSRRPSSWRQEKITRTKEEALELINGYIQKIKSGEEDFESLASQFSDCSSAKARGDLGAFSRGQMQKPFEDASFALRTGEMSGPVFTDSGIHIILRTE
# TrxR1 inh = rat TrxR1 inhibition | O89049 | recombinant rTrxR1, NADPH fluorescence consumption, selenite substrate | Potency, µM (series often up to 114 µM), inactives show at the highest dose activity change, negative = inhibition, usual class: inhibitors | 390,000 compounds, 1% hits | AID 588453; further: on the % scale 0 is the no-effect control and ±100 the full control effect; nearly all actives have a fitted effect of over 65% in size
# Target sequence (O89049 whole entry, looked up): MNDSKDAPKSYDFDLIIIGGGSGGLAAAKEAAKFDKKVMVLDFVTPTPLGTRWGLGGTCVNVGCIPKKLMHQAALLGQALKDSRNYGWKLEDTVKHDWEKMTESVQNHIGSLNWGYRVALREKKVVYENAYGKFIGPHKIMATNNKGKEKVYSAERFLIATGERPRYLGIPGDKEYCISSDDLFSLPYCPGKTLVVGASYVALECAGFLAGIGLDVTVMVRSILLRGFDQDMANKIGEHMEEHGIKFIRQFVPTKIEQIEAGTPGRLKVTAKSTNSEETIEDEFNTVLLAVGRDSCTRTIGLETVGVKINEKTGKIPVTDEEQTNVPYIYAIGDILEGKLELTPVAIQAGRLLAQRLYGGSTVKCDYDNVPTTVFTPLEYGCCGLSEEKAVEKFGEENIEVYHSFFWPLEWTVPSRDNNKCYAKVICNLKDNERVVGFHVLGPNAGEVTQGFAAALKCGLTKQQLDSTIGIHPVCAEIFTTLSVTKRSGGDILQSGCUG
#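 Rat TrxR1 (90 nM in the dispensed reagent) was pre-reduced with 400 uM NADPH for 5 min at room temperature, then incubated with compound for 15 min. After 400 uM selenite was added, NADPH fluorescence (Ex 340/Em 450 nm) was followed for 8 min.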
# ALOX12 inh = ALOX12 (human) lipoxygenase inhibition; purified 12hLO, xylenol orange hydroperoxide absorbance; 580,000 compounds, 1.1% hits; Potency, µM (doses to about 108 µM), for the others: at the highest dose activity change, negative = inhibition, hits mostly inhibitors; AID 1671190; P18054; further: on the % scale 0 is the no-effect control and ±100 the full control effect
#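 Purified human 12hLO at 150 nM in 25 mM Hepes, 0.01% Triton X-100, pH 7.0, preincubated 15 min at room temperature with compound. Reaction started with 40 uM arachidonic acid, 30 min at room temperature. Hydroperoxide measured by Fe-xylenol orange, 573/405 nm absorbance ratio.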
# ERG Ets-DNA blk = ERG Ets/DNA interaction inhibition | fluorescence polarization, His-ERG Ets domain / labelled DNA | Potency, µM (doses to about 76.9 µM), for the others: at the highest dose FP activity, negative = inhibition, actives largely listed as inhibitors | 370,000 compounds, 0.028% hits | AID 624246; active means well fitted inhibition curve with a large enough effect in the polarisation, with a control signal flat; inconclusive means small, poorly fitted or top-dose-only effect, or effect the other way, or a change in a side signal; inactive means no such curve, though single readings can be large or run the other way; the % refers to the polarisation;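 further: polarization taken with two DNA probes labelled with fluorescein and Texas red; % of control where 0% means no effect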
#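 His-tagged ERG Ets domain (1 uM in the protein solution; 300mM KCl, 50mM Tris-HCl, 1mM EDTA, 1mM DTT, pH 7.5) received compound, then a probe mix of 5 nM fluorescein-DNA and 100nM Texas-615-DNA. Fluorescence polarization was read for both dyes.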
# Tb PGK inh = inhibitors of T. brucei phosphoglycerate kinase. P07378. PGK/GAPDH coupled, Kinase-Glo luminescence, 60 min. Potency, µM (series often up to 57.5 µM), for inactives: at the top dose activity change, negative = inhibition, hits mostly inhibitors. 380,000 compounds, 0.043% hits; further: on the % scale 0 is the no-effect control and ±100 the full control effect; nearly all actives have a fitted effect of over 60% in size
#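 Luminescent ATP detection (Kinase-Glo Plus) follows a 60-minute room-temperature incubation, with wells lacking PGK as controls. Buffer: 100 mM TEA (pH 7.6), 5 mM MgCl2, 0.01% Tween-20. Coupling enzyme GAPDH (100 nM final) supplies unstable 1,3-BPG in-well.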
# JMJD2A Tudor inh = inhibitors of human JMJD2A Tudor domain; O75164; AlphaScreen JMJD2A-Tudor / H3K4me3 peptide binding; Potency, µM (titrated, usually from 114 µM), for the others: at the highest dose activity change, negative = inhibition, usual class: inhibitors; 390,000 compounds, 4.4% hits; AID 504339; further: on the % scale 0 is the no-effect control and ±100 the full control effect; nearly all actives have a fitted effect of over 50% in size
# GLS inh = inhibitors of human glutaminase (GLS); GLS enzymatic activity, qHTS titration; 410,000 compounds, 0.21% hits; AID 624170; O94925; Potency, µM (titrated, usually from 45.5 µM), for inactives: at the top dose activity change, negative = inhibition, most hits filed as inhibitors; further: on the % scale 0 is the no-effect control and ±100 the full control effect
#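 hKGA in 45 mM KH2PO4 (pH 8.2), 0.02% Tween-20 with compound, then 1mM L-Glutamine (stock as added) plus glutamate oxidase/HRP/Amplex red coupling mix. Fluorescence read initially and after 30 min at RT; signal change reflects glutamate formation.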
# HP1b chromo inh = HP1-beta chromodomain-methylated histone interaction inhibition; AlphaScreen HP1-beta / biotin-H3K9me3 peptide binding; Potency, µM (highest dose often 114 µM), without a hit: top-dose activity change, negative = inhibition, usual class: inhibitors; P83916; 390,000 compounds, 0.56% hits; further: nearly all actives have a fitted effect of over 70% in size; inactives centre near 23
# Target sequence (P83916 whole entry, looked up): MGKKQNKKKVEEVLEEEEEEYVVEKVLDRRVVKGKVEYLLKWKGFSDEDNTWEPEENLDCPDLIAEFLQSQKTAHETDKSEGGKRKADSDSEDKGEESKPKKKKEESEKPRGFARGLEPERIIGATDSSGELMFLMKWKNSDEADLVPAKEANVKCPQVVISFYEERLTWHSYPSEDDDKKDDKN
#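 HP1-beta protein (50 nM final) preincubated 30 min at room temperature with biotinylated H3(1-18)K9me3 peptide (50 nM) in PBS pH 7.4, 0.01% Tween-20, then compound added for 30 min. AlphaScreen streptavidin donor/nickel chelate acceptor beads (10 ug/mL final), 30 min dark, luminescence read.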
# RGS4 inh = blocks human RGS4-accelerated GTP hydrolysis | Transcreener GDP fluorescence polarization, RGS4-accelerated GTP hydrolysis | Potency, µM (highest dose often 114 µM), inactives show at the top dose activity change, negative = inhibition, usual class: inhibitors | 390,000 compounds, 0.039% hits; further: on the % scale 0 is the no-effect control and ±100 the full control effect; nearly all actives have a fitted effect of over 75% in size; some results filed as inactive show a strong effect at the top dose
# Target sequence (P49798 whole entry, looked up): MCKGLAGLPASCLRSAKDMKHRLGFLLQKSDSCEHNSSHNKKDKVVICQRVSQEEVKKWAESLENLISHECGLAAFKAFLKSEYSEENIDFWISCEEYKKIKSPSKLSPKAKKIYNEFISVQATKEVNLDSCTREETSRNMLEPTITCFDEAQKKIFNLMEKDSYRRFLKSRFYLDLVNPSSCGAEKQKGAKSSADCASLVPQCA
#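 MLSMR compounds (23 nl, pin-transferred) preincubated 10 min at room temperature with a 500nM (2x) first reagent, then RGS4 at 900nM (2x) plus Transcreener GDP mix added; fluorescence polarization (620/688 nm) read before and after 90 min at 30 °C.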
# Starred values were filed as active, the others as inactive; i = inactive; ? = inconclusive; . = not tested or not shown; & = joins results of further samples; [ ] = dose if it differs, or a comment. Unless noted, the call rests on the fitted dose curve; in most records, active means well fitted curve in the direction sought with a large enough effect; inconclusive means small, poorly fitted or top-dose-only effect, or another doubt; inactive means no such curve, though single readings can be large; an effect the other way counts as inactive or inconclusive. Potency means the concentration at half of the fitted maximal effect. A portion of the library (hit frequency here may not be typical).
# Sample of the layout, 2 compounds:
HP1b chromo inh	JMJD2A Tudor inh	RGS4 inh	Tb PGK inh	ERG Ets-DNA blk	ALOX12 inh	GLS inh	Pin1 inhibitor	TrxR1 inh	smiles
22%	3%	-9%	i	3%	17%	-10%	-12%	-2%	CC1CCN(S(=O)(=O)c2ccc(C(=O)N(C)C3CCS(=O)(=O)C3)cc2)CC1 (centres undefined)
69%[activator]	-7%	-6%	4%	3%	0%	5%	4%	5%	O=C(c1ccccc1)c1ccc(OCC(O)CN2CCOCC2)cc1 (centres undefined)

# Results (from the top)
HP1b chromo inh	JMJD2A Tudor inh	RGS4 inh	Tb PGK inh	ERG Ets-DNA blk	ALOX12 inh	GLS inh	Pin1 inhibitor	TrxR1 inh	smiles
22%	3%	-9%	i	3%	17%	-10%	-12%	-2%	CC1CCN(S(=O)(=O)c2ccc(C(=O)N(C)C3CCS(=O)(=O)C3)cc2)CC1 (centres undefined)
69%[activator]	-7%	-6%	4%	3%	0%	5%	4%	5%	O=C(c1ccccc1)c1ccc(OCC(O)CN2CCOCC2)cc1 (centres undefined)
17%	-15%	6%	-12%	2%	?	8%	-3%	18%[57.1 µM]	Cc1ccc(NC2=C(Cl)C(=O)OC2OC(=O)c2ccccc2)c(C)c1 (centres undefined)
40%[activator]	-4%	4%	2%	10%[15.4 µM]	-6%	3%	-5%	10%[11.4 µM]	O=C(N/N=C/c1ccco1)C12CC3CC(CC(C3)C1)C2
20%	-19%	-12%	-2%	-4%	16%	-1%	4%	-20%[57.1 µM]	CCN(CC)S(=O)(=O)c1ccc2oc(C(=O)Nc3ccc(OC)cc3OC)c(C)c2c1
?	?	?	3%	7%	8.9µM*	0%	?	40µM*	Cc1ccc(C(=O)O)cc1NC(=S)NC(=O)c1ccc(-c2ccccc2)cc1
36%	2%	-27%	i	0%	11%	9%	-1%	?	NCCSC1CC(=O)N(Cc2ccc(F)cc2)C1=O (centres undefined)
1%	-9%	37%	-3%	-8%	0%	-3%	-11%	13%	Cc1cc(=O)oc(C)c1C(=O)NCCN1CCOCC1
22%	-8%	-23%	0%	-3%	?	-11%	1%	-4%	O=C(NCc1ccco1)c1cccc2c1C(=O)N(C1CCCCC1)C2
-4%	14%[11.4 µM]	-42%[11.4 µM]	-21%	4%	15%	-14%	2%	16%[57.1 µM]	O=C(/C=C\Nc1ccccn1)c1ccccc1
-5%	?	-25%	-4%	9%	?	5%	3%	10%[57.1 µM]	NC(=O)CC(NC(=O)c1cccc(Br)c1)c1ccc(NC2CCCCCCC2)c([N+](=O)[O-])c1 (centres undefined)
56%[activator]	-8%	-20%	4%	-7%	6%	3%	-9%	5%	COc1ccc(-c2noc(CCC(=O)NCc3ccc(C)cc3)n2)cc1
-12%	-13%	-7%	0%	1%	?	-17%	?	10%[57.1 µM]	CCn1nc(C)c2c(-c3ccccc3)cc(=O)n(C(C)C(=O)NCc3ccc(C)cc3)c21 (centres undefined)
38%	0%	-16%	i	9%	i	-4%	0%	3%	COc1ccc(C(=O)NC2CCCCCC2)cc1S(=O)(=O)N1CCOCC1
44%	-7%	-1%	-9%	0%	11%	-4%	-1%	3%[57.1 µM]	COc1ccc(N(C(=O)c2ccco2)C(C(=O)NC2CCCCC2)c2ccccc2)cc1 (centres undefined)
22%	-17%	12%	-7%	-8%	7%	1%	-7%	19%	CC1(c2ccccc2)NC(=O)N(CC(=O)Nc2ccccc2C(=O)N2CCCCC2)C1=O (centres undefined)
9%	?	1%	i	-6%	-9%	-1%	-8%	23%[57.1 µM]	Cc1c(C(=O)Nc2ccc(C(=O)O)cc2)nnn1-c1ccccc1
23%	-8%	5%	i	.	-5%	0%	8%	4%	COc1ccccc1N1CCN(C(=O)CN(c2cc(C)cc(C)c2)S(C)(=O)=O)CC1
27%	-8%	-15%	i	10%[15.4 µM]	?	-2%	-9%	-1%	CCCN(C(=O)c1cc(S(=O)(=O)N2CCN(CC)CC2)ccc1Cl)C1CCS(=O)(=O)C1 (centres undefined)
84%[activator]	24%	4%	i	3%	-25%	1%	?	17%	Cc1cccc(NC(=O)C23CCC(C)(C2Br)C3(C)C)c1 (centres undefined)
28%	-14%	-1%	i	-1%	2%	2%	1%	-3%[57.1 µM]	COc1ccc(C(=O)NCc2ccc3c(c2)CCN3C(=O)c2ccccc2)cc1
20%[57 µM]	-18%	-10%	-8%	0%	-20%	0%	13%	-19%[57.1 µM]	Cc1ccc(-n2cc(C(=O)Oc3ccc(F)cc3)c3ccccc3c2=O)cc1
220%	163%[activator]	7%	5%	-11%	0%	9%	?	4%	CCOc1nc(SCCOc2ccccc2)nc(N(C)C)n1
27%	0%	-3%	7%	8%	-27%	1%	2%	-2%[57.1 µM]	CCCCc1ccc(NC(=O)CN2C(=O)NC(Cc3ccccc3)C2=O)cc1 (centres undefined)
35%	-2%	-8%	-1%	-2%	-12%	-5%	-2%	36%[57.1 µM]	CC(C)CC(NC(=O)C(NC(=O)C1CCC(=O)N1C(=O)OCc1ccccc1)C(C)C)C(=O)N1CCCC1C(N)=O (centres undefined)
36%[activator]	-34%	-2%	-3%	5%	60%[activator][57.4 µM]	3%	3%	9%	COc1ccc(/C=N/NC(=O)c2ccn[nH]2)cc1COc1ccc(F)cc1
15%	89µM*	-11%	i	-4%	?	-1%	?	9%	Cc1ccc(-c2csc(-c3cc4c([nH]c3=O)CC(c3ccccc3)CC4=O)n2)cc1 (centres undefined)
18%	-12%	-6%	-6%	-8%	2%	-2%	-3%	-11%	O=C(CC1Sc2ccccc2NC1=O)OC(C(=O)NCCc1ccccc1)c1cccnc1 (centres undefined)
?	3.5µM*	18%	-2%	3%	?	6%	?	22%	Clc1ccc(SCCn2ccnc2)cc1
37%	-23%	-29%	i	-1%	-6%	4%	.	2%	O=C(CSc1nnc(CNc2ccc(Cl)cc2)o1)Nc1nc2c(s1)CCCC2
52%[activator]	-9%	-1%	-4%	-8%	5%&2%	-3%	5%	20%	Cc1ccccc1Nc1nc(-c2cccnc2)nc2ccccc12
10%	-33%	-17%	?	1%	17%	13%	2%	-2%	COc1cccc2cc(C(C)N(CCCN3CCOCC3)C(=S)Nc3ccc(C)cc3)oc12 (centres undefined)
35%	-21%	14%	2%	-3%	-4%	-1%	24%	27%	Cc1ccc2nc(-c3ccc(NC(=O)C(C)Sc4nncs4)cc3)sc2c1 (centres undefined)
21%	-14%	12%	5%	8%	?	23%	0%	4%	c1ccc(-c2cc(NCCN3CCCCC3)c3ccccc3n2)cc1
7%	-15%	17%	.	-2%	8%	1%	?	7%	CCN(CC)CCNC(=O)Cn1nc(-c2ccc(C)cc2)ccc1=O
27%	-15%	10%	-13%	14%	-11%	-8%	2%	15%	O=C(O)c1ccc(CS(=O)(=O)c2c(Cl)cccc2Cl)o1
38%	7%	-25%	i	-2%	-8%	-24%	5%	6%[57.1 µM]	Cc1cccc(CS(=O)(=O)Cc2ccc(C(=O)NCc3ccc(Cl)cc3)o2)c1
65%[activator]	2%	-25%	.	-2%	36%	-4%	2%	14%	O=C(CS(=O)(=O)c1ccc(F)cc1)NCCS(=O)(=O)c1ccccc1
11%	-13%	-6%	-2%	6%	19%	16%	-2%	16%	COc1ccc2c(=O)c3c(=O)n(-c4ccccc4)c(-c4ccc(C)cc4)nc3oc2c1
-1%	-15%	12%	-8%	-2%	0%	0%	-6%	21%	COCCOC(=O)c1c(C)n(C)c2ccc(OC(=O)c3cccs3)cc12
23%	-11%	-16%	2%	-5%	0%	1%	5%	?	COc1ccccc1CNC(=O)c1ccoc1C
49%[activator]	-2%	2%	1%	.	-17%	5%	29%	3%	CC(=O)c1ccc(Oc2cc(-c3ccccc3)nc(-c3ccccc3)n2)cc1
40%[activator]	21%	2%	-10%	-9%	2%	1%	1%	-69%	O=C(Nc1ccccc1F)c1cc(Cl)sc1Cl
11%	-5%	-19%	3%	0%	-16%	-5%	-13%	-18%	O=C(NC(=S)N1CCN(c2ccc(O)cc2)CC1)c1ccco1
33%	-4%	19%	6%	-3%	0%	0%	0%	1%	Nc1nc(-c2ccccc2)cc(C(F)(F)F)n1
24%	-11%	8%	0%	2%	-4%	6%	4%	12%	COc1ccccc1-c1cc2nc(C)c(CCC(=O)Nc3cc(C)ccc3C)c(C)n2n1
6%	-28%	23%	-1%	6%	0%	-14%	-3%	30%[57.1 µM]	OCCC1CN(Cc2cccn2-c2ncccn2)CCN1CCc1ccccc1 (centres undefined)
16%	-20%	18%	-5%	7%	-25%	-11%	2%	16%	COc1ccccc1C1=Nn2c(nc3sc(C(=O)Nc4ccccc4Cl)c(C)c3c2=O)SC1
30%	-11%	-2%	7%	-2%	2%	-14%	10%	-5%	COc1ccccc1CNc1nc(-c2ccco2)nn1S(=O)(=O)c1ccc(Cl)cc1
37%	-3%	-4%	-4%	-5%	-20%	?	-1%	28%	Cc1cccc(C)c1OC(=O)CCN1C(=O)C2C3C=CC(C4CC34)C2C1=O (centres undefined)
8%	-25%	23%	-6%	-3%	0%	1%	53%[activator]	25%	CC1C(=O)N(Cc2ccc([N+](=O)[O-])cc2)c2ccccc2N1C(=O)c1c(F)cccc1F (centres undefined)
98%[activator]	36%[activator]	8%	-20%	-4%	0%	2%	20%	-18%	Cc1ccc(O)c(C2=Nc3ccccc3N=C(c3cccs3)C2)c1
